# AMA1-RON2 inh = inhibitors of Plasmodium falciparum AMA1-RON2 interaction; Potency, µM (top dose mostly 58.2 µM), inactives show top-dose activity change, negative = inhibition, usual class: inhibitors; AlphaScreen AMA1-biotinylated RON2 peptide binding; AID 720542; hit rate 0.2% among 360,000; active means well fitted inhibition curve with a large enough effect; inconclusive means small, poorly fitted or top-dose-only effect; inactive means no such curve, though single readings can be large or run the other way;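 further: potency means the concentration at half of the fitted maximal effect; 0% = vehicle wells and -100% = peptide control; nearly all actives have a fitted effect of over 45% in size; some results filed as inactive show a strong effect at the top dose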
#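 AMA1 (3D7) with his tag at 25 nM final met compounds first, then biotinylated RON2 peptide at 25 nM; detection used donor plus acceptor beads, 10 µg/mL apiece, read by AlphaScreen after 30 min at room temperature.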
# HCMV inh = inhibitors of human cytomegalovirus. HFF cells, HCMV-luciferase reporter, 72 h; active compounds read low. activity change, negative = inhibition, % at 57.5 µM. hit rate 4.5% among 410,000. AID 1259415; in the data active means activity change below about -60%; inconclusive means no clear call, values can overlap the other calls; inactive means above about -39%
#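 Two compound doses tested in HFFs infected with HCMV-luciferase, MOI 1 PFU/cell, 72 h at 37C. Lysate luminescence read with OneGlo; data normalized against buffer-only and 10uM Salinomycin inhibitor controls.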
# The depositor's hits bear a star; ? = inconclusive; [ ] = remark or other dose. Unless noted, on the % scale 0 is the no-effect control and ±100 the full control effect.
# Preview (four entries):
SMILES,AMA1-RON2 inh,HCMV inh
CC(C)N1C(=O)c2ccccc2NC(=O)C1C(=O)NCc1cccs1 (centres undefined),7.0%,-22.2
CCCCC(=O)NCCc1cc2c(C)ccc(C)c2[nH]c1=O,-5.3%,?
COc1cc(-c2cc(NC=O)c3ncc(-c4ccc(C(C)=O)cc4)n3c2)cc(OC)c1OC,37.8%[activator],124.4
Cc1nc(SCC(=O)N2CCNC2=O)c(C#N)c(C)c1C,-6.1%,-24.5

# The list itself (from the top)
SMILES,AMA1-RON2 inh,HCMV inh
CC(C)N1C(=O)c2ccccc2NC(=O)C1C(=O)NCc1cccs1 (centres undefined),7.0%,-22.2
CCCCC(=O)NCCc1cc2c(C)ccc(C)c2[nH]c1=O,-5.3%,?
COc1cc(-c2cc(NC=O)c3ncc(-c4ccc(C(C)=O)cc4)n3c2)cc(OC)c1OC,37.8%[activator],124.4
Cc1nc(SCC(=O)N2CCNC2=O)c(C#N)c(C)c1C,-6.1%,-24.5
COc1ccc(-c2cncnc2N)cc1OC,1.5%,-17.5
O=C(NCCN1CCOCC1)c1cccc(Br)c1,9.3%,106.0
Cc1ccc(-c2nc3ccc(Cl)cn3c2Cc2ccsc2)cc1,-6.7%,82.3
CC(=O)Nc1cncc(-c2ccccc2F)n1,-9.5%,-95.5*
COC1=CC(=O)OC(c2ccccc2)C1 (centres undefined),13.1%,21.0
CCOC(=O)C1CCCC12Nc1cccc3cccc(c13)N2 (centres undefined),-14.6%,51.0
O=C1CC(c2ccccc2)(c2ccccc2)c2ccccc21,0.5%,-3.7
CC(Oc1ccccc1)C(=O)N1CCC2(CC1)Oc1ccc(F)cc1C(=O)C21CC(c2ccccc2)=NO1 (centres undefined),-1.9%,-17.2

# Single values from above:
# Reading for CC(C)N1C(=O)c2ccccc2NC(=O)C1C(=O)NCc1cccs1 (centres undefined) under AMA1-RON2 inh: 7.0%
# Reading for CCOC(=O)C1CCCC12Nc1cccc3cccc(c13)N2 (centres undefined) under HCMV inh: 51.0
# Reading for O=C1CC(c2ccccc2)(c2ccccc2)c2ccccc21 under AMA1-RON2 inh: 0.5%

# Later entries.
SMILES,AMA1-RON2 inh,HCMV inh
COC(=O)C[C@@H]1OC[C@H](C(C)C)N1S(=O)(=O)c1ccc(C)cc1,10.2%,68.6
O=S(=O)(NC(CO)Cc1ccccc1)c1ccc(Br)cc1F (centres undefined),13.6%,-16.3
Nc1nc(Sc2ccc([N+](=O)[O-])c3nonc23)c2[nH]cnc2n1,?,-85.0*
COCn1cnc(-c2ccccc2)c1-c1ccccc1,-15.3%,25.0
CCN(CC)c1cc(CS(=O)c2ccccc2)nc(-c2ccccc2)n1 (centres undefined),-10.2%,-60.7*
CC(C)CN1C(=O)CN(S(C)(=O)=O)CC1(C)C(=O)NCc1ccccc1 (centres undefined),-2.0%,98.5
COc1ccc(Cl)cc1CN1C(=O)C(Cc2ccccc2)ON=C1C (centres undefined),6.5%,?
CCOC(=O)[C@]12CCC=C1N(CCC1=CCCCC1)C(=O)[C@H](CC(=O)NCc1ccccc1)C2,4.1%,-18.8
CCc1nc2ccc(C(=O)N3CCN(C(=O)c4ccco4)CC3)cn2c1N(C)C(=O)C1CCCCC1,2.8%,29.7
CCOc1cc(C(=O)N/N=C/c2cn(-c3ccccc3)nc2-c2cc3ccccc3o2)cc(OCC)c1OCC,-2.3%,-2.3
CCOc1ccc(S(=O)(=O)N(CC(=O)NC2CCCC2)c2ccc(F)cc2)cc1,-8.1%,-16.3
CCOP(=S)(OCC)Oc1cc(C)nc(C(C)C)n1,4.7%,42.6
CC(C)=CCC[C@H](C)C[C@@H]1Cc2[nH]c(=S)[nH]c(=O)c2[C@@H](c2ccc(F)cc2)O1,96.7%[activator],?
COCCn1c(C)cc(C(=O)CSc2nc(C)nc3sc4c(c23)CCC4)c1C,0.5%,-79.8*
CC1(CN2CCCC2)CCC(NC(=O)C(c2ccccc2)c2ccccc2)C(C)(C)O1 (centres undefined),-10.2%,-35.7
CC1(C(=O)NS(=O)(=O)c2cccs2)CCN1C(=O)CC1CCCCC1 (centres undefined),-4.1%,8.1
O=C(NCc1cccc(F)c1)c1[nH]c(C(F)(F)F)nc1-c1ccccc1,0.0%,?
COc1ccc(C=NN=C2c3ccccc3-c3ccccc32)cc1O,?,-35.4
CC(=Cc1ccccc1)C=C1SC(=S)N(CCCC(=O)Nc2ccc(C(=O)O)c(O)c2)C1=O,-22.9%,8.3
Cc1cc(C)c2c(=O)n3c(nc2c1)C(Cc1ccc(O)cc1)NC(=O)c1cc2ccccc2cc1-3 (centres undefined),-0.7%,?
CCCS(=O)(=O)NC(=O)C1(C)CCN1C(=O)Cc1ccc(-c2ccccc2)cc1 (centres undefined),13.1%,-9.2
C=CCOC(=O)Nc1nc(CCNC(=O)OC(C)(C)C)c(C(=O)O)s1,17.2%,3.6
Cc1nn(C(=O)N2CCOCC2)c(C)c1CN1C(=O)c2ccccc2C1=O,-0.5%,-5.6
C[C@H]1CN([C@@H](C)CO)S(=O)(=O)c2ccc(C#Cc3ccccn3)cc2O[C@@H]1CN(C)C(=O)C1CC1,1.7%,-8.1
Cc1noc(C)c1S(=O)(=O)N(C)C[C@H]1OCCCC[C@H](C)Oc2ccc(NC(=O)CCCN(C)C)cc2C(=O)N([C@H](C)CO)C[C@@H]1C,-2.0%,-20.0
CCCNC(=O)C1(CC2CC(c3ccccc3)=NO2)CCN(C(=O)Cc2ccc(F)cc2)CC1 (centres undefined),13.0%,33.7
C[C@@H]1CN([C@@H](C)CO)S(=O)(=O)c2ccc(Br)cc2O[C@H]1CN(C)C(=O)c1ccc2c(c1)OCO2,-9.0%,-22.2
O=C(Nc1ccc(F)cc1)C(c1ccnc2ccccc12)N1CCN(CC(=O)N2CCCC2)CC1 (centres undefined),3.5%,-6.9
Cc1ccc(S(=O)(=O)N2CCN(C(=O)COC(=O)COc3ccc(Br)cc3)CC2)c(C)c1,0.0%,-4.2
CC(C)C[C@H]1CNC(=S)N1CC1CCN(CCC23CC4CC(CC(C4)C2)C3)CC1,-0.5%,-11.4
Cc1cc(C(F)(F)F)nn1CC(=O)N(C)C1CCCCC1,-1.3%,-35.8
Cc1ccc(N2C3=C(C(=O)CC(C)(C)C3)C(c3cn(C)nc3C)C3=C2CC(C)(C)CC3=O)cc1,0.3%,-31.4
COc1cccc(NC(=O)Nc2nnc([C@H]3C[C@H](O)[C@@H](CO)O3)s2)c1,1.7%,-19.3
CC1(c2nnc(-c3cccc(Cl)c3)o2)CC(c2c(Cl)cccc2Cl)=NO1 (centres undefined),6.5%,-18.1
COc1ccc(CN2C(=O)C(CC(=O)NC3CC3)CC(C(=O)N(C)C)=C2C)cc1 (centres undefined),0.4%,-2.9
Cc1cnc(C(=O)N(CCCn2ccnc2)C2C(=O)Nc3ccccc3N=C2c2ccccc2)cn1 (centres undefined),18.2%,7.9
Cc1nn(C)c(C)c1NC(=O)CSc1nc(-c2ccccc2F)nc2c1cnn2-c1ccccc1,8.0%,-18.4
C=CCCC1CN(Cc2ccco2)S(=O)(=O)c2c(F)cccc2O1 (centres undefined),-2.5%,?
COC(=O)C[C@H]1c2cc(C(F)(F)F)ccc2S(=O)(=O)N1c1ccc(N(C)C)cc1,-15.4%,-31.9
CC(C)Oc1cc(F)ccc1-c1cc(C(=O)Nc2ccc(C(C)C)cc2)[nH]n1,0.6%,-0.8
CC(C)(C)[C@H]1C=C(C(=O)O)O[C@@H](OCCCCO)C1,27.1%,35.6
CC1(C(=O)NS(=O)(=O)c2cccc(Cl)c2)CCN1C(=O)C1(c2ccc(Cl)cc2)CC1 (centres undefined),-0.7%,15.3
COc1ccc(NC(=O)N(C)C[C@H]2Oc3ccc(NC(=O)Nc4ccc5c(c4)OCO5)cc3C(=O)N([C@H](C)CO)C[C@@H]2C)cc1,-10.6%,-8.4
COc1cccc(C=NNC(=O)CCCC(=O)NN=Cc2cccc(OC)c2)c1,8.1%,27.0
CCN(CC(=O)Nc1c(F)cccc1F)C(=O)C1CCCO1 (centres undefined),11.0%,35.9
Cc1noc(C)c1CSCC(=O)OCC(=O)Nc1ccc(OC(F)(F)F)cc1,2.1%,-21.5
COc1ccc(-c2cnc3c(NC=O)cc(-c4cc(OC)c(OC)c(OC)c4)cn23)cc1OC,43.0%[activator],65.0
Cc1ccc(Nc2n[nH]c(=S)s2)cc1,154.8%[activator],19.0
CCc1ccc(OC2(C)CCN(Cc3ccccc3OC(F)F)C2)cc1 (centres undefined),-1.1%,-3.7
Cc1ccc(C(=O)N[C@H](C(=O)N2CCN(c3ncccn3)CC2)C(C)C)cc1,-10.7%,-18.3
COc1ccc(NC(=O)C2Cc3c(-c4cccc(F)c4)ccnc3O2)cn1 (centres undefined),-13.7%,-13.6
O=C(NN=Cc1ccc(N(CCCl)CCCl)cc1)c1cccc([N+](=O)[O-])c1,43.6%[activator],-39.2
CSc1ccc(CN2CCC(C)(Oc3ccccc3F)C2)cc1 (centres undefined),?,-0.2
COC(=O)c1ccccc1S(=O)(=O)N1CCC(C(=O)NCc2ccccn2)CC1,108.5%[activator],?
COc1ccccc1Cc1c(-c2cccc(Cl)c2)nc2c(C)cc(Br)cn12,7.7%,40.3
O=C(Nc1ccc(Br)cc1F)c1nc[nH]c1C(=O)N1CCc2ccccc2C1,102.8%[activator],-14.1
CN1[C@@H](Cc2ccccc2)COc2cc(N3CCSCC3)ccc2S1(=O)=O,-5.0%,-1.8
CC(NC(=O)c1cccc(S(=O)(=O)N2CCN(Cc3ccccc3)CC2)c1)c1ccccc1Cl (centres undefined),16.9%,-35.6
CCN(CC)C(=O)C1=C(C)N(Cc2ccc(OC)cc2)C(=O)C(CC(=O)NC2CC2)C1 (centres undefined),-3.2%,8.8
O=C(NCc1cccs1)c1ccc(-c2ccc(F)c(F)c2)c2ccoc12,12.7%,-22.3
# The list goes on.
SMILES,AMA1-RON2 inh,HCMV inh
CC(C)(C)OC(=O)N(Cc1ccccc1)Cc1cccc(OCc2cccc(NC(=O)C3CC3)c2)c1,8.1%,?
CC(C)NC(=O)C1(C)Cc2c(-c3ccc(N(C)C)cc3)ccnc2O1 (centres undefined),-3.8%,-21.0
CC(=O)Nc1cnc(-c2ccc(O)cc2C)cn1,-2.6%,75.1
CN(C)c1ccc(C=C2C(=O)NC(=O)NC2=O)cc1,-2.2%,-11.4
C[C@H]1CCCCO[C@H](CN(C)Cc2ccc(C(=O)O)cc2)[C@@H](C)CN([C@@H](C)CO)C(=O)c2cc(NS(=O)(=O)c3cn(C)cn3)ccc2O1,-4.3%,26.9
CCCCCCCCN1C(=O)[C@H](CC(=O)NCCCC)C[C@@]2(C(=O)OC)CCCCC=C12,6.5%,27.2
COc1ccc(-c2ccc3[nH]c4c(c3c2)CCN2C(=O)[C@@H]([C@H](C)O)[C@@H](N(C)C(=O)Nc3ccccc3)C[C@@H]42)cc1,?,4.4
OC(Cc1cccc(C=NN2CCOCC2)n1)(C(F)(F)F)C(F)(F)F,124.1%[activator],17.7
COc1ccccc1NC(=O)c1sc2nc(C)cc(C)c2c1N,-1.9%,-18.3
CCOC(=O)N1CCN(C(=O)C[C@@H]2C[C@@]3(C(=O)OCC)CCC=C3N(Cc3ccco3)C2=O)CC1,2.9%,15.4
CCOC(=O)c1cccc(NC(=O)c2c(O)[nH]c(=O)[nH]c2=O)c1,2.6%,-29.4
CCc1csc(CNC(=O)C2CCC(=O)N(Cc3cccc(OC)c3)C2)n1 (centres undefined),0.7%,3.8
CC1(C)OC2OC3C(CN)OC(c4ccccc4)OC3C2O1 (centres undefined),-3.8%,-11.8
CC(=O)N1CCN(C(C)=O)c2ccccc21,3.7%,21.4
CCOC(=O)C1(C)NC(c2ccc(OC)c(OC)c2)C2C(=O)N(c3cccc(C(C)=O)c3)C(=O)C21 (centres undefined),0.0%,-11.6
COc1ccc(CSc2ccc(S(=O)(=O)N3CCCC3)cn2)cc1F,3.3%,-9.6
COc1ccc(Cc2c(-c3ccc(F)cc3)nc3c4ccccc4ccn23)c(C)c1,33.0%[activator],31.1
COc1ccc(-c2ccc3c(c2)[C@@H]2C[C@H]4[C@@H](C(=O)N2CC3)[C@H](C)ON4C)cc1,1.5%,-10.4
Cc1ccc(CN2CCN(CC(=O)N3CCC(C(N)=O)CC3)C2=O)cc1,4.5%,104.2
COC(=O)[C@]12CCCCC=C1N(Cc1ccccc1)C(=O)[C@H](CC(=O)N1CCN(C(=O)c3ccco3)CC1)C2,-6.3%,-8.0
Nc1ncncc1-c1ccc(F)cc1,-1.8%,-0.2
CCOC1(OCC)OC(c2ccccc2)=C(C#N)C(C=Cc2ccccc2)C1(OCC)OCC (centres undefined),-2.7%,15.4
O=C1NC(=O)C(Cc2ccc(O)cc2)N1 (centres undefined),7.3%,3.0
Cc1ccc(S(=O)(=O)CS(=O)(=O)c2ccc(C)cc2)cc1,-2.8%,-17.1
O=C(Nc1cccc2ccccc12)c1ccc2sc([C@@H]3O[C@H](CO)[C@H](O)[C@H](O)[C@H]3O)nc2c1,6.4%,-9.6
COc1ccccc1Cc1c(-c2ccc(F)cc2)nc2c(C)cc(Br)cn12,-5.8%,0.0
CC(=O)NC(C)(c1ccccc1)c1nc(/C=C/c2ccccc2)cs1 (centres undefined),-1.5%,2.8
COc1ccc(CCNC(=O)CSc2nc3ccsc3c(=O)n2Cc2ccccn2)cc1OC,2.5%,30.5
O=C1NC[C@@H](CCCCN2CCN(CCc3ccccc3)C(=O)C2=O)N(CCC2CCCCC2)C1=O,55.4%[activator],7.5
CC(=O)NC(c1ccc(F)c(F)c1)c1nc(-c2ccccc2C)cs1 (centres undefined),-5.9%,0.0
Nc1nnc2cc(F)ccc2n1,-2.2%,2.2

# Not all compounds are listed; count on the stated rates, not on these rows.
